HT1080 IDH1KD tx – qHTS for induction of synthetic lethality in tumor cells producing 2HG: qHTS for the HT-1080-IDH1KD cell line | HT-1080 IDH1 knockdown viability, ATP luminescence, 48 h | Potency, µM (doses to about 46.1 µM), for the others: at the highest dose activity, negative = toxicity, usual class: cytotoxic | hit rate 2% among 360,000;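 also: potency is read from the fitted curve at half-maximal effect; 0% = DMSO wells and -100% = cell-free medium wells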
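% activity derives from luminescence (CellTiter-Glo), normalised to DMSO and no-cell wells. HT-1080-IDH1KD cells, 750/well, had 48 h compound exposure at 37 °C.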
ATXN viability – Viability Counterscreen for Primary qHTS for Inhibitors of ATXN expression. S2 cells (HEK-293 line with an ATXN2-luciferase reporter) viability, CellTiter-Fluor protease fluorescence, 24 h. Potency, µM (doses to about 56.7 µM), usual class: cytotoxic. hit rate 0.49% among 400,000; also: potency is read from the fitted curve at half-maximal effect; nearly all actives have a fitted effect of over 40% in size
KB-3-1 tox – qHTS assay for MDR1-selective chemotherapeutics: Primary screen using the parental adenocarcinoma cell KB-3-1; KB-3-1 viability, CellTiter-Glo ATP luminescence, 72 h; Potency, µM (series often up to 46.1 µM), for the others: top-dose activity change, negative = cytotoxic, actives largely listed as cytotoxic; hit rate 1.4% among 400,000; AID 1347075, 2019; also: potency is read from the fitted curve at half-maximal effect; % is scaled to controls: 0 for no effect and ±100 for the full control effect; nearly all actives have a fitted effect of over 60% in size
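Multi-concentration cytotoxicity screen in KB-3-1 cells grown in DMEM lacking phenol red with 10% FBS. After 72 h at 37 °C with compound, ATP-dependent luminescence was recorded.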
KB-V1 MDR tox – qHTS assay for MDR1-selective chemotherapeutics: Primary screen using the drug-selected MDR subline cells KB-V1; KB-V1 MDR cells viability, CellTiter-Glo, 72 h; Potency, µM (titrated, usually from 46.1 µM), inactives show at the top dose activity change, negative = cytotoxicity, most hits filed as cytotoxic; hit rate 3.4% among 400,000; also: potency is read from the fitted curve at half-maximal effect; % is scaled to controls: 0 for no effect and ±100 for the full control effect; nearly all actives have a fitted effect of over 60% in size
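Cytotoxicity toward P-gp-expressing KB-V1 cells was determined as loss of CellTiter-Glo luminescence after 72 h at 37 degrees C. Compounds were tested in quantitative HTS format across a concentration range, with curves fitted to normalized data.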
IL1B secr inh – qHTS for Inhibitors of Inflammasome Signaling: IL-1-beta AlphaLISA Primary Screen; THP-1 LPS/ATP IL-1B secretion, AlphaLISA, 16 h; active compounds read low; activity change, % at 57.5 µM; hit rate 4.7% among 360,000; AID 743279, 2014; in the data active = activity change below about -50%; inconclusive = mostly about -30% to -49%; also: % is scaled to controls: 0 for no effect and ±100 for the full control effect
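Secreted IL-1B measured by AlphaLISA bead assay after 16 h compound exposure of THP-1 cells; compounds (final up to 57.5 uM) added 1 h before LPS (250 ng/mL) and ATP (1.25 mM) stimulation; lower signal means less secretion.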
HT1080-NT tox – qHTS for induction of synthetic lethality in tumor cells producing 2HG: qHTS for the HT-1080-NT fibrosarcoma cell line. hit rate 1.6% among 360,000. Potency, µM (titrated, usually from 46.1 µM), for inactives: at the top dose activity, negative = less viability, usual class: cytotoxic. HT-1080-NT fibrosarcoma viability, CellTiter-Glo ATP luminescence, 48 h;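 also: NT is the 2HG producing partner of a matched IDH1 knockdown line; potency is read from the fitted curve at half-maximal effect; 0% = DMSO-treated cells and -100% = media-only wells without cells; nearly all actives have a fitted effect of over 55% in size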
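Compounds were tested in concentration-response format on HT-1080-NT cells for 48 hours at 37 degrees C. Cell viability came from CellTiter-Glo luminescence; curves were classified by r2, response magnitude and activity.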
SW480 rereplic – A quantitative high throughput screen for small molecules that induce DNA re-replication in SW480 colon adenocarcinoma cells | SW480 DNA re-replication, Hoechst DNA content imaging, 48 h | Potency, µM (highest dose often 46.1 µM), without a hit: top-dose re-replication activation, most hits filed as activators | hit rate 1.8% among 340,000 | AID 624297, 2012; also: potency is read from the fitted curve at half-maximal effect; % of control where 0% means no effect; nearly all actives have a fitted effect of over 55% in size
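Cells (250 per well) received 23 nL compound or DMSO by pin tool and were kept 48 hr at 37 C, 5% CO2. Nuclei were then stained with Hoechst for 40 min and scanned for DNA content.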
MCF10A rereplic – A quantitative high throughput screen for small molecules that induce DNA re-replication in MCF 10a normal breast cells | MCF 10A DNA re-replication, Hoechst nuclear intensity, 48 h | Potency, µM (highest dose often 46.1 µM), for the others: at the top dose activity, positive = re-replication, most hits filed as activators | hit rate 2.9% among 350,000; also: potency is read from the fitted curve at half-maximal effect; % of control where 0% means no effect; nearly all actives have a fitted effect of over 50% in size
ATXN2 expr inh – Primary qHTS for Inhibitors of ATXN expression; hit rate 0.72% among 360,000; HEK-293 ATXN2-luciferase reporter, luminescence, 24 h; Potency, µM (doses to about 57 µM), for inactives: at the highest dose activity change, negative = inhibition, hits mostly inhibitors; AID 1745845, 2022; also: potency is read from the fitted curve at half-maximal effect; % is scaled to controls: 0 for no effect and ±100 for the full control effect; nearly all actives have a fitted effect of over 55% in size
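ATXN2-luciferase reporter cells (luciferase flanked by upstream and downstream ATXN2 gene portions) were treated 24 h at 37 °C with compounds at up to 57 uM. SteadyGlo luminescence gave expression; GF-AFC fluorescence gave viability.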
Starred values were filed as active, the others as inactive; i = inactive; ? = inconclusive; / = not tested or not shown; [ ] = another dose, or the depositor's remark. Unless noted, calls follow the shape of the dose curve; as a rule, active = well fitted curve in the direction sought with a large enough effect; inconclusive = small, poorly fitted or top-dose-only effect, or another doubt; inactive = no such curve, though single readings can be large; an effect the other way counts as inactive or inconclusive.

SMILES	HT1080 IDH1KD tx	ATXN viability	KB-3-1 tox	KB-V1 MDR tox	IL1B secr inh	HT1080-NT tox	SW480 rereplic	MCF10A rereplic	ATXN2 expr inh
CCc1ccc(NC(=O)CSc2nc(C)cc(COC)c2C#N)cc1	/	i	-2%	-20%	/	/	/	/	4%
COc1ccc(N2CC(NC(=O)/C=C\c3ccccc3)CC2=O)cc1OC (stereo not drawn)	/	i	-2%	0%	/	/	/	/	9%
COc1ccc(NC(=O)C2CCCN2c2ccc(OC)c(OC)c2)cc1OC (stereo not drawn)	9%	i	0%	-10%	3	3%	-4%[9.22 µM]	10%	5%
O=C(NCN1C(=O)C2C3C=CC(C3)C2C1=O)OC1CCCCC1 (stereo not drawn)	3%	i	-12%	-7%	51	7%	-3%[9.22 µM]	0%	8%
CCOc1ccc(-n2c(O)c(/C=N/Nc3nnc(C)c(=O)[nH]3)c3ccccc3c2=O)cc1	-21%	/	27%	-10%	57	?	-1%	1%	-26%
Cc1ccc(S(=O)(=O)N(CC(=O)N=Nc2c(O)[nH]c3ccccc23)c2cccc(C)c2)cc1	13µM*	i	21µM*	21µM*	-1	?	?	?	-20%
COc1ccccc1CNC(=O)CNC(=O)Cn1cnc2ccccc2c1=O	7%	i	15%	-3%	2	2%	-1%	2%	-4%
OC(C#CCN1CCCCC1)c1ccccc1 (stereo not drawn)	6%	i	-5%	-4%	4	0%	0%	0%	0%
O=C(NNC(=S)NC(=O)c1ccccc1[N+](=O)[O-])c1ccc(Cl)cc1Cl	-7%	i	-7%	0%	21	-18%	?	28%	-3%
Cc1c(N(C(=O)c2cc(=O)[nH]c3ccccc23)C(C)C)c(=O)n(-c2ccccc2)n1C	-1%	i	6%	12%	7	-14%	-4%	-7%	9%
CCCCCCCCCCCC(=O)[O][Sn]([CH2]CCC)([CH2]CCC)[O]C(=O)CCCCCCCCCCC	/	i	/	/	/	/	3%	11%	15%
COc1ccc(NC(=O)CCC(=O)N2CCOCC2)c([N+](=O)[O-])c1	8%	i	-2%	26%	0	8%	1%	-11%	16%
CCCC(c1nnnn1CCOC)N1CCN(c2nc3ccccc3s2)CC1 (stereo not drawn)	-17%	i	-2%	?	-15	-12%	-7%	-4%	5%
COCCn1nnnc1C(c1cccc(OC)c1OC)N1CCN(C(=O)c2ccco2)CC1 (stereo not drawn)	10%	?	3%	-19%	5	22%	-3%	1%	-9%
CCN1C(=O)CC(n2c(C)nc3ccccc32)C1=O (stereo not drawn)	13%	i	22%	3%	65	9%	-4%[9.22 µM]	-1%	0%
CCCCn1c(NC(=O)c2ccccc2)c(C#N)c2nc3ccccc3nc21	?	/	?	5.2µM*	-23	8.9µM*	-1%	1%	?
CCCN(CC(=O)Nc1ccccc1OC)C(=O)C1=COCCO1	3%	i	5%	-25%	0	0%	?	3%	-13%
Oc1ccccc1C1=NC(c2ccccc2)NC(c2ccccc2)C1 (stereo not drawn)	0%	i	-20%	3%	?	15%	/	/	/
CC(C)(C)OC(=O)C[C@H]1C/C=C\C[C@@H](CC(=O)NCCO)C(=O)N2CCC[C@H]2COC1=O	14%	i	10%	22%	69	9%	-3%	?	-3%
CC(C)C[C@H]1CN=C(Nc2ccccc2)N1CCc1cccc(F)c1	-17%	i	-19%	0%	-52*	3%	?	27%	-31%
CCCCN(CC)C(=O)Cn1c(=O)n(-c2ccc(OCC)cc2)c(=O)c2c3c(sc21)CCC3	/	i	5%	?	/	/	/	/	11%
COc1cccc(NC(=O)CN2CCN(c3ccc(F)cc3)CC2)c1	8%	i	0%	-3%	-1	3%	-1%	2%	2%
CCn1c(-c2c(Cl)c(C)nn2C)n[nH]c1=S	6%	i	0%	-11%	-5	3%	-5%	4%	-5%
Cc1ccc(NC(=O)CN(Cc2ccco2)Cc2ccccc2O)cc1C	?	i	?	-4%	-62*	?	?	?	-31%
N#Cc1cccc(NC(=O)Cn2cnc(S(=O)(=O)N3CCCC3)c2)c1	7%	i	21%	?	0	22%	22%	-1%	5%
CCOc1ccccc1C=C1CCc2ccccc2C1=O	-13%	i	?	-24%	-10	-9%	/	/	/
CCOC(=O)[C@]12CCCC=C1N(Cc1ccco1)C(=O)[C@H](CC(=O)N1CCN(C(=O)C3CC3)CC1)C2	2%	i	15%	-7%	18	21%	/	/	11%
CS(=O)(=O)Nc1ccc(C2=NN(S(C)(=O)=O)C(c3cccs3)C2)cc1 (stereo not drawn)	11%	i	-3%	-6%	-11	3%	-9%	1%	18%
Cc1cc(=O)oc2c(C)c(OCC(=O)c3ccccc3)ccc12	12%	?	24%	-4%	4	14%	-31%	3%	-43%
O=C(c1ccc(Cl)cc1)C(CN1CCCC1)c1ccccc1 (stereo not drawn)	21µM*	/	?	5%	-98*	18µM*	?	4.1µM*	/
Cc1cccc(C(=O)NNc2ncnc3c2cnn3-c2ccc(C)cc2C)c1	/	i	-9%	13%	/	/	/	/	2%
COc1cc(OC)cc(C(=O)Nc2cc3nn(-c4ccccc4)nc3cc2Cl)c1	/	i	-1%	-17%	/	/	/	/	40%[activator]
CCn1c(CNC(=O)c2ccccc2F)nnc1SCC(=O)NC1CCCCC1C (stereo not drawn)	2%	i	2%	1%	3	-1%	-1%	-4%	5%
CCCC(=O)Nc1ccc(-c2nc3ncccc3o2)cc1	-6%	i	2%	?	-26	-8%	-6%	9%	/
C/C(N)=C(/C#N)C(=O)COC(=O)c1ccncc1	-1%	i	-9%	-2%	?	5%	2%	1%	-1%
CCOC(=O)C1C2C=CC(CC2)N1c1ccccc1 (stereo not drawn)	22%	i	13%	-18%	-2	22%	6%	2%	2%
CC(NC(=S)NCCc1ccccc1)C(c1cccs1)N1CCN(Cc2ccccc2)CC1 (stereo not drawn)	?	?	?	16%	-24	?	21µM*	?	?
CCC(C)N(C(=O)COc1ccccc1C#N)C1CCS(=O)(=O)C1 (stereo not drawn)	10%	?	3%	25%	4	8%	0%	0%	1%
Cc1ccccc1OCC(=O)Nc1ccc2nc(SCc3ccccc3)sc2c1	/	i	3%	?	/	/	/	/	9%
COc1cccc(NC(=S)/C(=C(\[O-])c2ccc([N+](=O)[O-])cc2)[n+]2ccccc2)c1	4%	i	1%	2%	31	10%	11%	12%	4%
O=C(Cc1ccc(S(=O)(=O)N2CCOCC2)s1)N1CCN(S(=O)(=O)c2ccc(Cl)cc2)CC1	-13%	i	-3%	-8%	?	-4%[9.24 µM]	-25%	?	-9%
Cc1cccc(-n2ncc3c(NCCOCCO)ncnc32)c1	/	i	2%	16%	/	/	/	/	16%
CCCC(=O)Nc1ccc(C(=O)n2nnc3ccccc32)cc1	7%	i	12%	0%	38	11%	1%	-2%	4%
Cc1ccc2nc(-c3ccccc3)cc(C(=O)N(C)CC(=O)Nc3ccccc3Br)c2c1	?	?	?	21µM*	?	?	-464%[inhibitor]	?	-11%
Cc1ccc(Cn2ccc(=O)c(OCc3ccccc3)c2C)cc1	14%	i	3%	4%	16	8%	-1%	0%	63%[activator]
CCOC(=O)N1CCN(c2nc(C(F)(F)F)nc3c(C)cc(C)cc23)CC1	15%	i	-21%	0%	-15	?	0%	?	-18%
CCOC(=O)Nc1nnc(-c2ccc(OC)cc2)s1	?	i	-9%	9%	-14	9%	-4%	-1%	53%[activator]
COc1ccc(OC)c(NC(=O)CSc2nc3n[nH]c(C)c3c(=N)n2-c2cccc(Cl)c2C)c1	23µM*	i	?	?	-28	-18%	7%	27%	-37%
COc1ccc(CN(C)C(=O)c2cc(S(=O)(=O)Nc3ccccc3F)ccc2C)c(OC)c1	0%	i	/	/	5	1%	12%	10%	-1%
COc1ccc(OC)c2sc(N(CCCN(C)C)C(=O)c3ccco3)nc12	/	i	0%	-8%	/	/	/	/	-23%
CC(=O)N1c2ccccc2CC1C(=O)N1CCN(c2ccccc2)CC1 (stereo not drawn)	/	i	1%	8%	/	/	/	/	1%
COc1ccc(NC(=O)Nc2cccc3c2O[C@H](CN(C)C(=O)Nc2ccccc2)[C@@H](C)CN([C@H](C)CO)C3=O)cc1	3%	i	11%	3%	-5	1%	4%	-14%	19%
CCC(C)NC(=O)/C(=C/c1ccco1)c1ccccc1 (stereo not drawn)	1%	i	-1%	9%	14	7%	0%	25%	0%
COc1ccc(CNC(=O)CNC(=O)[C@@H]2Cc3ccccc3CN2)cc1	27%	i	-5%	0%	-1	?	16%	2%	-2%
N#CCCN(Cc1ccncc1)C(=S)NC1CC2C=CC1C2 (stereo not drawn)	-1%	i	0%	1%	8	22%	1%	1%	1%
COC(=O)NCC(c1cccnc1)N1CCN(c2ccccc2)CC1 (stereo not drawn)	2%	/	-29%	8%	-6	2%	2%	14%	-3%
Cc1ccc(NC(=O)C2CCCN(c3cnccn3)C2)c(C)c1 (stereo not drawn)	-1%	i	1%	9%	12	9%	-2%	22%	/

Laid out differently: 2 of the compounds above
Screens in order – HT1080 IDH1KD tx | ATXN viability | KB-3-1 tox | KB-V1 MDR tox | IL1B secr inh | HT1080-NT tox | SW480 rereplic | MCF10A rereplic | ATXN2 expr inh
> Cc1ccc(NC(=O)C2CCCN(c3cnccn3)C2)c(C)c1 (stereo not drawn)
    -1% | i | 1% | 9% | 12 | 9% | -2% | 22% | /
> CC(NC(=S)NCCc1ccccc1)C(c1cccs1)N1CCN(Cc2ccccc2)CC1 (stereo not drawn)
    ? | ? | ? | 16% | -24 | ? | 21µM* | ? | ?
